Gal4-VP16 FLuc = inhibits Gal4-VP16 luciferase reporter, ROR gamma counter-screen; Drosophila S2 Gal4-VP16 UAS-luciferase, luminescence, 20 h; 310,000 compounds, 3.5% hits; Potency, µM (highest dose often 53.6 µM), for inactives: at the top dose activity, negative = inhibition, usual class: inhibitors;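 further: Gal4-VP16 expression switched on by copper sulfate through the metallothionein promoter; on the % scale 0 is the no-effect control and ±100 the full control effect; nearly all actives have a fitted effect of over 50% in size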
uPA surface inh = inhibitors of cell surface uPA generation; cell surface uPA generation assay, qHTS; Potency, µM (series often up to 38.3 µM), for inactives: top-dose activity change, negative = inhibition, actives largely listed as inhibitors; 330,000 compounds, 0.31% hits; active means well fitted inhibition curve with a large enough effect; inconclusive means small, poorly fitted or top-dose-only effect; inactive means no such curve, though single readings can be large or run the other way; tested in mouse RAW 264.7 cells; further: on the % scale 0 is the no-effect control and ±100 the full control effect; nearly all actives have a fitted effect of over 55% in size
MBNL1-CUG inh = blocks human MBNL1 binding to CUG repeat RNA. TR-FRET MBNL1-His/biotin-(CUG)12 binding, 665/545 ratio. Potency, µM (highest dose often 57.5 µM), without a hit: top-dose activity change, negative = inhibition, actives largely listed as inhibitors. 280,000 compounds, 0.036% hits; active means well fitted inhibition curve with a large enough effect in the signal ratio, with a control signal flat, not every such curve was filed as active; inconclusive means small, poorly fitted or top-dose-only effect, or effect the other way, or a change in a side signal; inactive means no such curve, though single readings can be large or run the other way; the % refers to the signal ratio; further: on the % scale 0 is the no-effect control and ±100 the full control effect
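TR-FRET readout: Ex 340 nm, 665/545 nm emission ratio, normalized to buffer-only (basal) and MBNL1-(CUG)12 controls. Complex of MBNL1-His with Biotin-(CUG)12, compounds 92 nM–58 uM, incubated 60 min at room temperature.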
ELG1 genotoxic = induces genotoxicity in HEK293T cells with luciferase-tagged ELG1; HEK293T ELG1-luciferase reporter, luminescence, 16 h; Potency, µM (top dose mostly 46 µM), for inactives: top-dose activity change, positive = activation, most hits filed as activators; AID 504466; 330,000 compounds, 1.3% hits; further: % of control where 0% means no effect; nearly all actives have a fitted effect of over 60% in size
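Screening used a luciferase reporter fused to human ELG1 in HEK293T cells. Luminescence was read on a CCD plate imager after 16 hr exposure and 30 min ONE-Glo incubation.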
FLuc modulator = firefly luciferase modulation, counter-screen for miR-21 project; purified FLuc, Km substrates, luminescence inhibition; Potency, µM (highest dose often 57.5 µM), for inactives: top-dose activity change, negative = inhibition, hits mostly inhibitors; 360,000 compounds, 6.9% hits;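 further: plate controls were vehicle for no effect and reference inhibitor for full effect; nearly all actives have a fitted effect of over 55% in size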
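Purified P. pyralis luciferase (10nM final) with 10uM D-luciferin and 10uM ATP (Km levels) in 50mM Tris acetate pH 7.5, 10mM Mg acetate, 0.01% Tween-20, 0.05% BSA; qHTS 6-point titration, ~60 µM downward; luminescence read.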
BRCA1 expr act = increases BRCA1 expression; MCF7-BRCA1-FFLuc reporter, luminescence, 48 h; response scale: scaled: vehicle 0%, 10 µM genistein 100%; Potency, µM (top dose mostly 46.1 µM), inactives show top-dose activation, most hits filed as activators; 380,000 compounds, 1.1% hits; AID 624202; further: nearly all actives have a fitted effect of over 80% in size; some results filed as inactive show a strong effect at the top dose
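First, MCF7-BRCA1-FFLuc cells (2000/well) attach for 2 h; next, compounds are pin-added and incubated 48 h at 37 °C; finally, luciferase reagent is added and luminescence read after 15 min.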
CXXC DNA block = MLL CXXC-DNA interaction inhibition; 290,000 compounds, 0.037% hits; AID 2662; Q03164; MLL-CXXC / FITC-HOXA9 DNA fluorescence polarization; Potency, µM (titrated, usually from 115 µM), without a hit: at the top dose activity change, negative = inhibition, actives largely listed as inhibitors; active means well fitted inhibition curve with a large enough effect in the polarisation, with a control signal flat, not every such curve was filed as active; inconclusive means small, poorly fitted or top-dose-only effect, or effect the other way, or a change in a side signal; inactive means no such curve, though single readings can be large or run the other way; the % refers to the polarisation
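Purified MLL-CXXC (added from a 7 uM solution) was preincubated 5 min at ambient with pinned compounds in 50 mM Tris-HCl pH 7.5, 50 mM NaCl, 1 mM DTT, 0.05% BSA. Fluorescein-labeled HOX-A9 DNA (50 nM solution) followed, 30 min, then polarization read.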
p53 reactivation = restores transcriptional activity of mutant p53 | H1299 p53-A138V BP100-luciferase reporter, luminescence, 24 h | Potency, µM (doses to about 92.2 µM), for the others: top-dose activity change, positive = activation, hits mostly activators | 320,000 compounds, 0.063% hits | AID 504706; further: % of control where 0% means no effect; nearly all actives have a fitted effect of over 45% in size
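p53-null H1299 cells stably carrying temperature-sensitive p53-A138V and a BP100-luciferase reporter were pinned with compounds (4-point, 1:5 series) and held 24 hrs at 37 deg C. Luminescence was read 10 min after detection reagent.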
RORg inh = blocks mouse ROR gamma transcriptional activity; P51450; Drosophila S2 Gal4-RORgamma UAS-luciferase reporter, 20 h; Potency, µM (titrated, usually from 53.6 µM), for inactives: at the highest dose activity change, negative = inhibition, hits mostly inhibitors; 310,000 compounds, 5.4% hits; further: on the % scale 0 is the no-effect control and ±100 the full control effect; nearly all actives have a fitted effect of over 60% in size
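Luciferase reporter read in Schneider cells carrying Gal4-RORγ (mouse) and UAS-Photinus luciferase; cells given compound 1 h before 700 uM copper sulfate induction, then incubated 20 h at ambient temperature.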
NPC1 promoter act = NPC1 promoter activation; Huh7 NPC1 promoter luciferase reporter, 24 h; 320,000 compounds, 2.4% hits; Potency, µM (highest dose often 9.22 µM), inactives show top-dose activation, hits mostly activators;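 further: % of control where 0% means no effect; nearly all actives have a fitted effect of over 60% in size; reporter is driven by a mutant NPC1 promoter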
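NPC1 promoter–luciferase Huh7 cells; 24 h compound; luminescence.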
Rab9 prom act = Rab9 promoter activation; Potency, µM (doses to about 9.22 µM), for the others: at the highest dose activation, negative = inhibition, most hits filed as activators; AID 485297; 320,000 compounds, 2.8% hits; Huh7 Rab9 promoter-luciferase reporter, luminescence, 24 h; further: % of control where 0% means no effect; nearly all actives have a fitted effect of over 60% in size
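Luminescence from Amplite-detected luciferase (10 minutes, ambient) reports Rab9 promoter activation. Before that, stable Rab9-luciferase Huh7 cells (1500/well, reduced-serum OP-MEM I plus 10% FBS) were exposed to compound for 24 hours at 37C.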
Active calls of the source: *; [ ] = dose if it differs, or a comment. Unless noted, the call rests on the fitted dose curve; in most records, active means well fitted curve in the direction sought with a large enough effect; inconclusive means small, poorly fitted or top-dose-only effect, or another doubt; inactive means no such curve, though single readings can be large; an effect the other way counts as inactive or inconclusive. Potency means the concentration at half of the fitted maximal effect. The list is partial (hit frequency here may not be typical).

Results for CCCCn1c(O)c(N=NC(=O)c2ccco2)c2ccccc21 ?
Gal4-VP16 FLuc: -3%; uPA surface inh: -4%; MBNL1-CUG inh: inconclusive; ELG1 genotoxic: -1%; FLuc modulator: inconclusive; BRCA1 expr act: -29%; CXXC DNA block: 17%; p53 reactivation: 5%; RORg inh: 9%; NPC1 promoter act: 29%; Rab9 prom act: 16%

How did O=C(NCc1ccco1)c1sc2ccccc2c1Cl do in these assays?
Gal4-VP16 FLuc: 0%; uPA surface inh: -4%; MBNL1-CUG inh: 12%; ELG1 genotoxic: inconclusive; FLuc modulator: 21µM*; BRCA1 expr act: inconclusive; CXXC DNA block: -9%; p53 reactivation: inconclusive; RORg inh: inconclusive; NPC1 promoter act: 26%; Rab9 prom act: inconclusive

How did CC(NC(=O)/C(C#N)=C1\N=C(NC(=O)c2ccco2)c2ccccc21)c1ccccc1 (stereo not given) do in these assays?
Gal4-VP16 FLuc: inconclusive; uPA surface inh: -1%; ELG1 genotoxic: -3%; FLuc modulator: 6%; BRCA1 expr act: -24%; CXXC DNA block: 5%; p53 reactivation: -2%; RORg inh: -4%; NPC1 promoter act: -1%; Rab9 prom act: -1%

How did COc1ccccc1-n1cnnc1SCC(=O)Nc1nc(C)c(Cl)cc1Cl do in these assays?
Gal4-VP16 FLuc: 17%; uPA surface inh: -2%; MBNL1-CUG inh: -9%; ELG1 genotoxic: -2%; FLuc modulator: 4%; BRCA1 expr act: -34%; CXXC DNA block: inconclusive; p53 reactivation: -6%; RORg inh: -7%; NPC1 promoter act: -2%; Rab9 prom act: 5%

What do the screens show for `NC(=S)NNC(=O)c1cccc(Cl)c1`?
Gal4-VP16 FLuc: -17%; uPA surface inh: -6%; MBNL1-CUG inh: -3%; ELG1 genotoxic: 0%; FLuc modulator: -2%; BRCA1 expr act: -17%; CXXC DNA block: -14%; p53 reactivation: -2%; RORg inh: 40%; NPC1 promoter act: -2%; Rab9 prom act: -3%

Results for COc1ccc(N2CCN(CC(O)COCCOc3ccc(Br)cc3)CC2)cc1 (stereo not given) ?
Gal4-VP16 FLuc: -16%; uPA surface inh: 12%; MBNL1-CUG inh: -4%; ELG1 genotoxic: 2%; FLuc modulator: -5%; BRCA1 expr act: -23%; CXXC DNA block: 10%; p53 reactivation: -9%; RORg inh: inconclusive; NPC1 promoter act: -2%; Rab9 prom act: -5%

Results for CC(O)c1cccc(N=Cc2ccc3ccccc3c2O)c1 (stereo not given) ?
Gal4-VP16 FLuc: -6%; uPA surface inh: 17%; MBNL1-CUG inh: inconclusive; ELG1 genotoxic: -2%; FLuc modulator: 27µM*; BRCA1 expr act: -17%; CXXC DNA block: inconclusive; p53 reactivation: -4%; RORg inh: -37%; NPC1 promoter act: -6%; Rab9 prom act: 2%

Results for Cc1cc(S(=O)(=O)c2cc3ccc(O)c(C)c3oc2=O)ccc1F ?
Gal4-VP16 FLuc: -6%; uPA surface inh: -10%; MBNL1-CUG inh: 5%; ELG1 genotoxic: -11%; FLuc modulator: -1%; BRCA1 expr act: -36%; CXXC DNA block: -7%; p53 reactivation: -4%; RORg inh: inconclusive; NPC1 promoter act: -3%; Rab9 prom act: -4%

How did CCO[C@H]1OC(C(=O)N2CCN(Cc3ccc4c(c3)OCO4)CC2)=C[C@@H](c2cn(C(C)=O)c3ccccc23)[C@@H]1CCCO do in these assays?
Gal4-VP16 FLuc: -11%; uPA surface inh: -7%; MBNL1-CUG inh: 2%; ELG1 genotoxic: -11%; FLuc modulator: 1%; BRCA1 expr act: -23%; CXXC DNA block: -22%; p53 reactivation: -6%; RORg inh: 29%; NPC1 promoter act: 2%; Rab9 prom act: -6%

What do the screens show for `O=C(COc1ccc([N+](=O)[O-])cc1)NCCc1nc2ccccc2[nH]1`?
Gal4-VP16 FLuc: -1%; uPA surface inh: 3%; MBNL1-CUG inh: 16%; ELG1 genotoxic: -3%; FLuc modulator: 0%; BRCA1 expr act: 4%; CXXC DNA block: -14%; p53 reactivation: 0%; RORg inh: 14%; NPC1 promoter act: -1%; Rab9 prom act: -8%

What do the screens show for `Cc1ccc(C(=O)OCC2OC3OC(C)(C)OC3C2O)cc1` (stereo not given)?
Gal4-VP16 FLuc: -13%; uPA surface inh: -7%; MBNL1-CUG inh: 0%; ELG1 genotoxic: 3%; FLuc modulator: -16%; BRCA1 expr act: 0%; CXXC DNA block: 5%; p53 reactivation: 9%; RORg inh: -10%; NPC1 promoter act: 0%; Rab9 prom act: 1%

What do the screens show for `O=C1c2ccccc2C2(c3ccccc3)NCCN12` (stereo not given)?
Gal4-VP16 FLuc: 2%; MBNL1-CUG inh: 2%; ELG1 genotoxic: 1%; FLuc modulator: 5%; BRCA1 expr act: 3%; CXXC DNA block: 6%; p53 reactivation: 0%; RORg inh: -7%; NPC1 promoter act: -33%[inhibitor]; Rab9 prom act: -4%

How did O=C(CSc1nnnn1-c1cccc(O)c1)NC1CC1 do in these assays?
Gal4-VP16 FLuc: 6%; uPA surface inh: 3%; MBNL1-CUG inh: -3%; ELG1 genotoxic: -5%; FLuc modulator: 5%; BRCA1 expr act: -2%; CXXC DNA block: 14%; p53 reactivation: 17%; RORg inh: 9%; NPC1 promoter act: -3%; Rab9 prom act: -4%

Results for CC(=O)Nc1nonc1NC(=O)CSC1=NCCS1 ?
Gal4-VP16 FLuc: -3%; uPA surface inh: -1%; MBNL1-CUG inh: -6%; ELG1 genotoxic: -1%; FLuc modulator: 0%; BRCA1 expr act: -5%; CXXC DNA block: -10%; p53 reactivation: 2%; RORg inh: -14%; NPC1 promoter act: 0%; Rab9 prom act: -1%

Results for O=C(CCC(=O)OCC(=O)c1ccc(-c2ccccc2)cc1)Nc1cccc2cccnc12 ?
Gal4-VP16 FLuc: 4µM*; uPA surface inh: 1%; MBNL1-CUG inh: 18%; ELG1 genotoxic: -2%; FLuc modulator: inconclusive; BRCA1 expr act: -44%; CXXC DNA block: 9%; p53 reactivation: 10%; RORg inh: 1.6µM*; NPC1 promoter act: 2%; Rab9 prom act: -15%

How did CC(C)CC(=O)NN(C)c1nc(-c2ccccc2)nnc1C(F)(F)F do in these assays?
Gal4-VP16 FLuc: -2%; uPA surface inh: -1%; MBNL1-CUG inh: 1%; ELG1 genotoxic: -1%; FLuc modulator: -2%; BRCA1 expr act: -11%; CXXC DNA block: 1%; p53 reactivation: -6%; RORg inh: -12%; NPC1 promoter act: 1%; Rab9 prom act: -1%

What do the screens show for `CC(C)[C@H](NC(=O)N1CCn2c1nc1ccccc12)C(=O)NCc1ccco1`?
Gal4-VP16 FLuc: -5%; uPA surface inh: 1%; MBNL1-CUG inh: -1%; ELG1 genotoxic: -3%; FLuc modulator: 3%; BRCA1 expr act: 12%; CXXC DNA block: 3%; p53 reactivation: -7%; RORg inh: -3%; NPC1 promoter act: -1%; Rab9 prom act: 1%

What do the screens show for `CNC(=S)N1N=C(c2cccs2)CC1c1ccc(OC)cc1` (stereo not given)?
Gal4-VP16 FLuc: -9%; uPA surface inh: -4%; MBNL1-CUG inh: inconclusive; ELG1 genotoxic: 2%; FLuc modulator: 8%; BRCA1 expr act: -33%; CXXC DNA block: 17%; RORg inh: 20µM*; NPC1 promoter act: -3%; Rab9 prom act: 0%

How did Cc1noc(C)c1COc1ccc(C(=O)NCCc2ccccn2)cc1 do in these assays?
Gal4-VP16 FLuc: inconclusive; uPA surface inh: -10%; MBNL1-CUG inh: 2%; FLuc modulator: 2%; BRCA1 expr act: -1%; CXXC DNA block: -1%; p53 reactivation: 0%; RORg inh: 15%; NPC1 promoter act: -2%; Rab9 prom act: 4%

Results for COc1ccc(S(=O)(=O)N2CCC(C(=O)NCCCn3ccnc3)CC2)cc1C ?
Gal4-VP16 FLuc: 2%; uPA surface inh: 9%; MBNL1-CUG inh: -10%; ELG1 genotoxic: -5%; FLuc modulator: -2%; BRCA1 expr act: -23%; CXXC DNA block: 0%; p53 reactivation: 3%; RORg inh: -10%; NPC1 promoter act: 0%; Rab9 prom act: -3%

Results for O=C(COC(=O)c1cc2ccccc2o1)NCc1ccco1 ?
uPA surface inh: 4%; ELG1 genotoxic: 4%; BRCA1 expr act: 2%; p53 reactivation: 9%; NPC1 promoter act: 1%; Rab9 prom act: 0%

Results for COCCN1Cc2cccc(C(=O)NC(C)CCc3ccco3)c2C1=O (stereo not given) ?
Gal4-VP16 FLuc: 4%; uPA surface inh: -7%; MBNL1-CUG inh: 1%; ELG1 genotoxic: 1%; FLuc modulator: -1%; BRCA1 expr act: -23%; CXXC DNA block: 12%; p53 reactivation: 2%; RORg inh: 6%; NPC1 promoter act: -6%; Rab9 prom act: 2%

Bioassay records deposited in PubChem by National Center for Advancing Translational Sciences (NCATS).
